# Screening results (PubChem BioAssay)
# TPT1 inhibitor = Candida albicans TPT1 enzyme inhibitors, primary screen, biochemical, fluorescence polarization. tRNA 2'-phosphotransferase TPT1 (Candida albicans SC5314). recombinant caTPT1, FP RNA substrate dephosphorylation. inhibition, % at 5 µM. 300,000 compounds, 0.81% hits. AID 1962, 2009;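 active = inhibition above the mean of all tested compounds plus 3 SD, set per screening campaign, cut at about 24% in these data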;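 note: plate controls were DMSO alone for no effect and ferristatin control at 100 nM for full effect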
# Fh CTSL1 inh = Fasciola hepatica cathepsin L1 inhibitors, primary screen, counter-screen for PFM18AAP inhibitor project, biochemical, QFRET, fluorogenic peptide substrate; recombinant F. hepatica cathepsin L1, Z-Leu-Arg-MCA fluorescence; inhibition, % at 5.96 µM; 300,000 compounds, 0.49% hits; AID 1906, 2009;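 active = inhibition above the mean of all tested compounds plus 3 SD, set per screening campaign, cut at about 17% in these data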;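 note: 0% = plate median of test compound wells and 100% = 1 µM Z-Phe-Ala-diazomethylketone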
# proCasp7 act = procaspase-7 activators, primary screen, counter-screen for procaspase-3 activator project, biochemical, absorbance, HTS, human; activation, % at 8.5 µM; Caspase-7 (Homo sapiens), P55210; 330,000 compounds, 0.093% hits; recombinant procaspase-7, Ac-DEVD-pNA absorbance 405 nm; D23A/D198A/D206A triple mutant, cannot self-cleave; scale: DMSO 0, 5 µM enzyme 100;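 active = percent activation above the screen-wide mean plus 3 SD, cut at about 25% in these data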
#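 signal = Epi-absorbance of released pNA at 405 nm, two timepoints | assay system = Uncleavable procaspase-7 mutant enzyme | reagent = Ac-DEVD-pNA substrate, 400 µM as added | times = 1 h enzyme–compound preincubation and 2 h substrate reaction, both 25 °C | benchmarks = low DMSO alone, high DMSO plus 5 µM PC-7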
# procasp3 activ = activators of human procaspase-3 D3A mutant, primary screen, biochemical, absorbance, PC-3 D3A mutant, single concentration; AID 463141, 2010; Caspase-3 (Homo sapiens), P42574; recombinant procaspase-3 D3A, Ac-DEVD-pNA absorbance 405 nm; 330,000 compounds, 0.11% hits; activation, % at 8.5 µM;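 active = activation above the mean of all tested compounds plus 3 SD, cut at about 21% in these data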;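 note: 0% = DMSO alone and 100% = DMSO wells spiked with extra 5 µM PC-3 D3A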
#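 assay system = Procaspase-3 D3A mutant | signal = absorbance at 405 nm, 0 and 120 min | times = 1 h preincubation plus 2 h reaction at 25 °C | repeats = single replicate | read-out = % activation between DMSO and enzyme-spiked controls | medium = Zinc-free HEPES saline buffer with Triton X-100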
# AHR activator = AHR activators, primary screen, cell-based, luminescence, luciferase reporter, human | Aryl hydrocarbon receptor (Homo sapiens), P35869 | AHR-responsive luciferase reporter cells | activation, % at 5 µM | 320,000 compounds, 2.5% hits; in the data active = activation above about 47%;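 note: 0% = vehicle wells and 100% = reference agonist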
# PP5 primary = PP5 phosphatase inhibitors, primary screen, biochemical, fluorescence; purified PP5c, OMFP substrate fluorescence; inhibition, % at 6.7 µM; 320,000 compounds, 0.18% hits; Serine/threonine-protein phosphatase 5 (Homo sapiens), P53041;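 active = inhibition above the campaign's mean inhibition across all tested compounds plus 3 SD, cut at about 9.5% in these data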;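 note: 0% = DMSO only and 100% = 100 µM cantharidin control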
# Target sequence (P53041 whole entry, looked up): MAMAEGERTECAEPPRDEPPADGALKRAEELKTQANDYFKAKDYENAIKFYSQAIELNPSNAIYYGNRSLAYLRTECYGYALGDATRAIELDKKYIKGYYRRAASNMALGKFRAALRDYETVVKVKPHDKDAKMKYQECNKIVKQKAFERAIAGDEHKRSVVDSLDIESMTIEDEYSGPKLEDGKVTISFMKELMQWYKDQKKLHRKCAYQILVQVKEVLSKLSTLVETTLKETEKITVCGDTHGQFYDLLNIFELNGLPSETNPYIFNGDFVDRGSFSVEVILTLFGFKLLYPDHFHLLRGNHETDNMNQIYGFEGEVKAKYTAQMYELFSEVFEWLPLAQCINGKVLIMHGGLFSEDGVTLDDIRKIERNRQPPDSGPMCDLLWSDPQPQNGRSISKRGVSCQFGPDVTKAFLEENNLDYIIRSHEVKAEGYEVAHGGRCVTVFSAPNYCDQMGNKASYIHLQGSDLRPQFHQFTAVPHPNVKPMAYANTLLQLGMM
# PP1 counter = PP1-alpha phosphatase inhibitors, primary screen, counter-screen for PP5 inhibitor project, biochemical, fluorescence, OMFP substrate, single point | inhibition, % at 6.7 µM | 320,000 compounds, 0.9% hits | AID 2235, 2010 | purified PP1alpha;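 active = inhibition above the mean inhibition of all tested compounds plus 3 SD, computed separately for each screening campaign, cut at about 15% in these data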
# Target sequence (P62136 whole entry, looked up): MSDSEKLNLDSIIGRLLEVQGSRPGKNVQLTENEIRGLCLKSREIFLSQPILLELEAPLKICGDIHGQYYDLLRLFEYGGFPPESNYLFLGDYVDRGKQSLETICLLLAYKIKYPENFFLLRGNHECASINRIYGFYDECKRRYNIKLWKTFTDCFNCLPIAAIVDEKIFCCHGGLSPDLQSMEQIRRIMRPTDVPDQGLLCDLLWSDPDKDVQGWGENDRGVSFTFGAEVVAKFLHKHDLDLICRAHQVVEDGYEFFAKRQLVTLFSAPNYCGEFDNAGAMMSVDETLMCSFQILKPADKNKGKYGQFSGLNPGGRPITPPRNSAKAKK
# core dimer inh = inhibitors of HCV core protein dimerization, primary screen, biochemical, TR-FRET, high-throughput; TR-FRET GST/Flag-core106 dimerization, 1536-well; inhibition, % at 5 µM; 300,000 compounds, 0.33% hits; AID 1899, 2009;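 active = inhibition above the mean of all tested compounds plus 3 SD, set per screening campaign, cut at about 45% in these data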
#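 System: GST/Flag-tagged HCV core106 proteins. Incubation: compound-protein-antibody incubation 4 h at 22.5 °C. Technique: HTRF with 340 nm excitation, 617/671 nm emission. Medium: KF-containing HEPES buffer, pH 7.45, DTT, CHAPS, BSA. Read-out: inhibition (%) from 671 over 617 nm ratio. Also added: Eu(K)-anti-GST 90 ng/mL plus XL665-anti-Flag 1 µg/mL.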
# PAFAH2 FP inh = PAFAH2 enzyme inhibitors, primary screen, biochemical, fluorescence polarization, human. Platelet-activating factor acetylhydrolase 2, cytoplasmic (Homo sapiens), Q99487. recombinant PAFAH2, FP-rhodamine activity probe. inhibition, % at 3.39 µM. 340,000 compounds, 0.99% hits;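 active = inhibition above the mean over all tested compounds plus 3 SD, cut at about 30% in these data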;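 note: inhibitors block probe labeling of enzyme so polarization drops; 0% = enzyme with DMSO and 100% = wells lacking PAFAH2 protein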
# * marks the source's active call; other numbers are inactive results; . = no result given. Rows were taken by chance. About 5.6% of those tested had a hit in this group.
# The opening 11 records as a preview:
SMILES,TPT1 inhibitor,Fh CTSL1 inh,proCasp7 act,procasp3 activ,AHR activator,PP5 primary,PP1 counter,core dimer inh,PAFAH2 FP inh
COc1ccc(/C=C/C(=O)NC(C)CCc2ccccc2)cc1 (configuration not stated),-2,0,-2,3,5,1.4,-1,-4,-2
C#CCOCCOCCOCCNc1nc(N2CCN(C(=O)[C@H](CCC(=O)O)n3cc(C(N)CC(C)C)nn3)CC2)nc(N2CCN(C(=O)[C@H](Cc3cc4ccccc4[nH]3)n3cc(C(N)[C@H](C)CC)nn3)CC2)n1 (some centres not stated),-1,1,6,-1,13,-0.6,0,-26,-4
CCOc1cccc(/C=N/NC(=O)c2ccc3c(c2)OCCO3)c1O,-1,4,-21,-2,10,-0.8,2,2,15
Cc1cccc(C(=O)NNC(=O)c2c(-c3ccccc3Cl)noc2C)c1O,-3,-6,5,4,32,0.5,-2,0,6
COCCCn1c(SCC(=O)Nc2ccc(C(C)=O)cc2)nc2ccccc2c1=O,5,-3,-1,-4,0,1.0,-11,-7,2
CC(=O)NS(=O)(=O)c1ccc(NC(=S)NC(=O)C(C)(C)C)cc1,-1,2,1,-1,-2,-1.4,-1,-1,-1
O=S(=O)(NCCc1ccccc1)c1ccc(Br)s1,-4,0,1,-5,-1,0.7,0,1,14
O=C1OCCC1Sc1nnnn1-c1ccccc1 (configuration not stated),-2,0,-5,-3,1,0.5,-2,-4,-3
Cc1onc(C(=O)NCc2ccccn2)c1[N+](=O)[O-],-1,4,-5,12,3,-0.5,-4,2,5
COc1cc(/C=C2/C(=N)N3N=C(CC(=O)N4CCOCC4)SC3=NC2=O)ccc1OCc1ccc(F)cc1,10,3,-6,2,1,3.0,2,9,0
CCCCN1C(=O)C(=O)N(CC(=O)Nc2ccc(OC(F)(F)F)cc2)C1=O,.,.,-5,10,1,.,.,.,-2

# This part in full (from the top)
SMILES,TPT1 inhibitor,Fh CTSL1 inh,proCasp7 act,procasp3 activ,AHR activator,PP5 primary,PP1 counter,core dimer inh,PAFAH2 FP inh
COc1ccc(/C=C/C(=O)NC(C)CCc2ccccc2)cc1 (configuration not stated),-2,0,-2,3,5,1.4,-1,-4,-2
C#CCOCCOCCOCCNc1nc(N2CCN(C(=O)[C@H](CCC(=O)O)n3cc(C(N)CC(C)C)nn3)CC2)nc(N2CCN(C(=O)[C@H](Cc3cc4ccccc4[nH]3)n3cc(C(N)[C@H](C)CC)nn3)CC2)n1 (some centres not stated),-1,1,6,-1,13,-0.6,0,-26,-4
CCOc1cccc(/C=N/NC(=O)c2ccc3c(c2)OCCO3)c1O,-1,4,-21,-2,10,-0.8,2,2,15
Cc1cccc(C(=O)NNC(=O)c2c(-c3ccccc3Cl)noc2C)c1O,-3,-6,5,4,32,0.5,-2,0,6
COCCCn1c(SCC(=O)Nc2ccc(C(C)=O)cc2)nc2ccccc2c1=O,5,-3,-1,-4,0,1.0,-11,-7,2
CC(=O)NS(=O)(=O)c1ccc(NC(=S)NC(=O)C(C)(C)C)cc1,-1,2,1,-1,-2,-1.4,-1,-1,-1
O=S(=O)(NCCc1ccccc1)c1ccc(Br)s1,-4,0,1,-5,-1,0.7,0,1,14
O=C1OCCC1Sc1nnnn1-c1ccccc1 (configuration not stated),-2,0,-5,-3,1,0.5,-2,-4,-3
Cc1onc(C(=O)NCc2ccccn2)c1[N+](=O)[O-],-1,4,-5,12,3,-0.5,-4,2,5
COc1cc(/C=C2/C(=N)N3N=C(CC(=O)N4CCOCC4)SC3=NC2=O)ccc1OCc1ccc(F)cc1,10,3,-6,2,1,3.0,2,9,0
CCCCN1C(=O)C(=O)N(CC(=O)Nc2ccc(OC(F)(F)F)cc2)C1=O,.,.,-5,10,1,.,.,.,-2
CCNC(=O)/C(C#N)=C/c1c(N2CCCCCC2)nc2c(C)cccn2c1=O,-1,3,2,2,1,0.8,-1,14,0
CCC(C)[C@H]1COCCS(=O)(=O)N1Cc1ccccc1F (some centres not stated),1,0,0,3,0,1.4,-1,-4,5
O=S(=O)(NCCC1=CCCCC1)c1ccc(OC(F)(F)F)cc1,0,6,-6,-8,1,2.1,0,4,-1
CN1CCN(C(=O)c2cc3nc(-c4ccc(F)cc4)cc(C(F)(F)F)n3n2)CC1,-6,-1,-1,1,5,-0.2,-3,-1,-7
O=C(COc1ccccc1)Nc1cc(Cl)ccc1Cl,4,-5,2,-2,2,1.1,-1,0,6
CC(=O)Nc1ncnc2c1c(-c1ccc(Cl)cc1)nn2C(C)(C)C,1,-1,3,7,1,0.6,-4,1,1
CC(C)C(NC(=O)c1ccc(Cl)cc1)C(=O)NC1=NCCS1 (configuration not stated),4,-4,9,7,-2,0.3,-1,2,-1
Cc1ccc(-n2nc(C)c3c(C)c(CCC(=O)NCc4ccco4)c(C)nc32)cc1,-4,-2,7,1,11,3.5,0,-16,8
COC(=O)c1ccc2c(=O)n(CC3CCCO3)c(SCC(=O)Nc3ccccc3OC)nc2c1 (configuration not stated),-2,2,4,2,-1,-3.8,-6,7,5
Cn1c(=O)c2c(SCC(=O)N3CCOCC3)nc(-c3ccccc3F)nc2n(C)c1=O,0,1,-4,-1,0,2.6,-2,4,0
CCOC(=O)c1c(C)c(C(=O)N2CCN(c3ccccc3)CC2)c(C)n1C,3,6,5,1,-1,1.1,1,12,-1
O=C(N/N=C/c1ccc(Br)s1)c1ccncc1,0,2,4,-3,10,-2.5,-2,-3,-6
c1ccc(SCCCCN2CCOCC2)cc1,-5,2,4,4,3,-1.4,-7,-5,-3
CCc1cccc(NC(=O)CCc2c(C)nn(-c3ccc(N4CCOCC4)nn3)c2C)c1,1,2,-5,2,12,2.2,-2,-2,3
Cc1ccc(S(=O)(=O)NCC(=O)OCC(=O)c2ccc(Br)s2)cc1,8,-63,-3,7,4,3.4,-11,46,7
COc1ccc(NC(=O)CSc2nc3ccccc3c(=O)n2CCC(=O)N2CCCCC2)cc1,0,-3,9,-3,2,2.0,1,0,5
CC(=O)Nc1ccc(N2CC(C)(C)C2=O)cc1,-2,-3,9,8,1,0.3,-4,-2,1
COc1ccccc1NC(=S)Nc1cccc2cnccc12,-2,4,-15,-16,28,-0.7,-1,-2,3
COCc1cc(=O)n2[nH]c(-c3cccc(Br)c3)cc2n1,4,0,11,2,120*,-2.2,0,0,18
CC(C)c1ccc(NC(=S)N(C)CCc2ccccn2)cc1,0,5,-7,-6,4,6.7,1,-2,-2
COc1cccc(-n2nnc3c(=O)n(CC(=O)OCc4ccccc4)cnc32)c1,-2,-5,6,2,-1,-0.4,-6,-2,3
CCOC(=O)c1ccc[n+](CC(=O)c2ccccc2)c1,-4,-3,-6,-4,2,1.8,-2,-3,-14
CCCN1CCC(=O)N([C@H](CO)CC(C)C)CC1,-4,-5,-6,7,1,0.0,-6,3,1
CN(C)/C=C(\C#N)C(=O)c1cccc(Oc2ccc(Br)cc2)c1,0,5,0,-1,3,3.8,7,10,-4
COC(=O)[C@@H](NC(=O)O[C@@H]1C(=O)c2cc(Br)ccc2O[C@H]1c1cccc(OC)c1)C(C)C,-2,-6,-27,-6,14,2.1,2,11,.
Cc1ccc(NC(=O)Cn2nnc(C(=O)NCc3ccc4c(c3)OCO4)c2N)cc1,0,-1,-1,-2,4,2.1,5,-4,-1
COc1ccc(NC(=O)CSc2nnc(-c3cccc(O)c3)o2)cc1,-2,2,1,6,0,-0.2,2,-1,-5
O=C(c1ccc(F)cc1)C1CCN(C(=S)Nc2ccccc2)CC1,1,1,-2,-2,-2,1.3,-2,-1,1
Cc1ccc(-c2nnc3c4ccccc4c(C)nn23)cc1S(=O)(=O)N1CCN(C)CC1,-5,0,10,7,8,0.1,1,5,4
NC(=O)C1CCCN(CC(O)COCc2ccc(Cl)cc2)C1 (configuration not stated),-1,0,3,2,1,1.3,1,-14,-2
CC[C@@H](C)[C@H](NC(=O)OC(C)(C)C)c1nnc(S(=O)(=O)Cc2cc(C)ccc2C)o1,-4,76*,4,-14,8,0.7,1,-1,20
CCC1C(=O)N=C(SCC(=O)Nc2ccc(C(=O)OC)cc2)NC1=O (configuration not stated),-2,-2,9,6,1,-0.8,0,-4,-1
COc1ccc(Nc2nnc(SCC(=O)N3CC(=O)Nc4ccccc43)s2)cc1,2,-1,2,-3,40,2.8,-2,-2,1
COc1ccc2oc(C(=O)OCC(=O)NC(C)(C#N)C3CC3)c(C)c2c1 (configuration not stated),-1,2,13,6,-2,1.4,-4,2,47*
CNC(=O)c1[nH]nc2c1CCc1ccccc1-2,-3,2,-10,8,-6,0.0,-3,-7,1
CC(C)CCNC(=O)c1cc(-c2ccncc2)nc2ccc(S(=O)(=O)N3CCOCC3)cc12,2,-1,-4,-5,9,-2.0,0,2,0
Cc1cc(C)c(NC(=O)CS(=O)CC(=O)NC2CCCc3ccccc32)c(C)c1 (configuration not stated),12,-1,5,3,7,-1.9,-1,0,5
COc1cc(C(C(=O)NC2CCCCC2)N(C(=O)Cc2c[nH]c3ccccc23)c2ccc(C)cc2)cc(OC)c1OC (configuration not stated),-3,0,7,-6,4,3.4,1,19,2
COc1ccc(CCNC(=O)c2nn(C)cc2Cl)cc1,2,1,2,-1,-3,1.1,-7,3,8
Cc1ccc(N/C=C2\CCCCC2=O)c(C)c1,1,-1,2,6,6,0.8,-4,8,4
COCc1nnc(NC(=O)C2CC(=O)N(C3CCCC3)C2)s1 (configuration not stated),-2,2,3,0,-1,1.8,-5,11,-7
